Screens (PubChem BioAssay)
GRK2 aptamer HTS: compounds blocking aptamer binding on GRK2 – biochemical, human GRK2, bead flow cytometry, HTS, primary screen; Beta-adrenergic receptor kinase 1 (Homo sapiens), P25098; FAM-aptamer displacement from GRK2; inhibition of aptamer binding, % at 10 µM; actives 0.59% (n = 330,000); AID 488847, 2010;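 active means inhibition of aptamer binding above 40%, roughly 3 SD of noise, on plates passing a quality check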;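 further: median bead fluorescence of bound FAM aptamer so fluorescent compounds give negative values; no value below 0 was filed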
AGP1 TOR yeast: modulators of AGP1-GFP expression in yeast TOR pathway, primary screen, cell-based, multiplex flow cytometry, S. cerevisiae, MLPCN library; 3 h; GFP as percent of DMSO wells; GFP response vs DMSO, % at 10 µM; actives 0.02% (n = 320,000);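 active means GFP response relative to DMSO above a set limit, near screen average plus 3 SD, cut at about 150% in these data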;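 further: median GFP channel fluorescence of the gated AGP1 strain per well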
VLA-4 inh: inhibition in human VLA-4 binding assay, primary screen, VLA-4 allosteric modulator project, MLPCN library, flow cytometry, VLA-4 expressing cells; ligand binding flow cytometry; Integrin alpha-4 (Homo sapiens), P13612; actives 0.2% (n = 330,000); inhibition, % (about 7 µM as worked out from the volumes in the protocol); in the data active means inhibition above about 50%
Target sequence (P13612 whole entry, looked up): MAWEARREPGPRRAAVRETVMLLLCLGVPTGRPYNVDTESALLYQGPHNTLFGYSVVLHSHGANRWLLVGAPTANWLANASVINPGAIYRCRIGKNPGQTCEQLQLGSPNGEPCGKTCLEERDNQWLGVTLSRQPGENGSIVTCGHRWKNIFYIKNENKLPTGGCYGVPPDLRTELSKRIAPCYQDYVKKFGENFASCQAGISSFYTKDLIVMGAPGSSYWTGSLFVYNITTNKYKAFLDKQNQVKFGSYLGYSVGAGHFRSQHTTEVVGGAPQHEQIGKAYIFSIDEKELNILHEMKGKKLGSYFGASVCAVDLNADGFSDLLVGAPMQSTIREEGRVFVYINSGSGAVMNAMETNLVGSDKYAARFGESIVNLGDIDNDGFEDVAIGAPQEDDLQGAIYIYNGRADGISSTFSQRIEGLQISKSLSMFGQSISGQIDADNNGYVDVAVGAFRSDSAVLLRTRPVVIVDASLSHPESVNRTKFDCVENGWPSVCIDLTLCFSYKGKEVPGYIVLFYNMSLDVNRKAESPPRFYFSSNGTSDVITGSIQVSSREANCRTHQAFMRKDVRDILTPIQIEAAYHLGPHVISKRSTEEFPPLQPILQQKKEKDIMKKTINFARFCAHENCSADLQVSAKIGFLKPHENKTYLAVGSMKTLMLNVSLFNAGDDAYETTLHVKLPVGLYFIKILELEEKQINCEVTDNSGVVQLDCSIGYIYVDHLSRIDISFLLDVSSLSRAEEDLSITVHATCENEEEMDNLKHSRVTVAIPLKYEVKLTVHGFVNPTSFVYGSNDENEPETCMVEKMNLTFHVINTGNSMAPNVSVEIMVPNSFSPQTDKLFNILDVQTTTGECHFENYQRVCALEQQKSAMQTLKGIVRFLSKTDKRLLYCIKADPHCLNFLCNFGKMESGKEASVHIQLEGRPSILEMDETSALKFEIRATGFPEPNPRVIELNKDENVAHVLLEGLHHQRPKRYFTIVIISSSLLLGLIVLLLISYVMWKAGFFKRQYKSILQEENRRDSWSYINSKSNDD
RPL19A TOR yeast: RPL19A-GFP expression modulators in yeast, primary screen, cell-based, S. cerevisiae, multiplex flow cytometry, MLPCN; S. cerevisiae RPL19A-GFP strain, 3 h; stronger effect = lower value; AID 2025, 2009; actives 0.3% (n = 330,000); percent response vs DMSO, % at 10 µM;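 active means percent response vs DMSO below 50%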;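 further: median channel GFP fluorescence of the barcoded RPL19A-GFP strain; ratio of sample median GFP to plate DMSO average so 100% = DMSO; lower means less RPL19A-GFP as with rapamycin TOR inhibition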
JMJD2C inh: inhibitors of GASC-1 histone demethylase, primary screen, biochemical, fluorescence, DELFIA europium; Lysine-specific demethylase 4C (Homo sapiens), Q9H3R0; GST-JMJD2C(1-420) H3K9me3 demethylation; inhibition, % at 2.35 µM; actives 0.069% (n = 330,000);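 active means more than half of a compound's replicate wells show inhibition beyond 50%, single wells judged on their own value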;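 further: signal counts dimethyl H3K9 product captured on neutravidin plate; 0% = median of DMSO wells and 100% = 0.3 times that DMSO median; strong numbers were not always called active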
CIT2-GFP yeast: modulators of CIT2-GFP expression in yeast, primary screen, S. cerevisiae, GFP fusion, multiplex flow cytometry, MLPCN library; actives 0.065% (n = 320,000); S. cerevisiae CIT2-GFP strain, 3 h; 100 means same as DMSO wells; AID 2029, 2009; GFP response vs DMSO, % at 10 µM;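 active means GFP response relative to DMSO above a set limit, near the screen mean plus 3 SD, cut at about 150% in these data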;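 further: ratio of well median GFP fluorescence to mean of DMSO wells on the plate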
MEP2-GFP yeast: modulators of MEP2-GFP levels in yeast, primary screen, S. cerevisiae, multiplex flow cytometry, MLPCN library; S. cerevisiae MEP2-GFP strain, 3 h; 100% = DMSO control level; GFP response vs DMSO, % at 10 µM; actives 0.51% (n = 330,000); AID 2016, 2009;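 active means GFP response versus DMSO above a set limit, roughly screen mean plus 3 SD, cut at about 180% in these data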;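 further: median GFP fluorescence of the barcode-gated MEP2-GFP cells per well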
LAP4-GFP MLPCN: modulators of LAP4-GFP expression in yeast, primary screen, S. cerevisiae, multiplex flow cytometry, MLPCN library | 3 h; median GFP as percent of DMSO wells | actives 0.34% (n = 320,000) | AID 2023, 2009 | GFP response vs DMSO, % at 10 µM;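 active means GFP response vs DMSO above a set limit, about the screen mean plus 3 SD, cut at about 150% in these data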
Active calls of the source: *; · = no result given.

SMILES	GRK2 aptamer HTS	AGP1 TOR yeast	VLA-4 inh	RPL19A TOR yeast	JMJD2C inh	CIT2-GFP yeast	MEP2-GFP yeast	LAP4-GFP MLPCN
O=C(Nc1ccon1)C1CCN(S(=O)(=O)c2cccs2)CC1	0.0	102.4	-4.4	99.1	-12.5	101.2	99.6	110.5
CCCCc1nnc(NC(=O)CCN2C(=O)C3CC=CCC3C2=O)s1 (stereo not drawn)	0.0	99.2	19.6	100.4	-6.2	92.3	97.1	103.1
COc1ccc2c(c1OC)C(=O)OC2CC(=O)c1ccc2c(c1)OCO2 (stereo not drawn)	0.0	97.1	3.8	98.0	11.8	88.7	97.5	101.8
COc1ccc(-c2nn(Cc3ccccc3)cc2C(=O)N2CCN(c3ccccn3)CC2)cc1OC	1.0	91.3	-3.6	94.4	2.0	92.0	109.1	88.0
CC(=O)c1ccc(C(=O)N2CCCC(C(=O)c3cc(F)ccc3F)C2)s1 (stereo not drawn)	0.0	100.4	11.5	95.5	-2.8	90.0	100.2	100.4
CCCC(=O)Nc1ccc2c(c1)nc1n2CCSC1	0.0	108.6	3.0	104.5	0.4	96.1	102.8	·
CC(C)N1CCN(Cc2cnc(-c3ccccc3)s2)CC1CCO (stereo not drawn)	1.0	102.8	10.7	98.0	10.4	100.3	102.7	96.9
Cc1c(/C=C2\SC(=Nc3cccc(C(=O)O)c3)NC2=O)c2ccccc2n1C	64.0*	108.0	1.5	107.5	-6.2	102.2	108.8	114.2
CCOc1cc(N2CCOCC2)c(OCC)cc1NC(=O)c1nn(CC)c(=O)c2ccccc12	2.0	96.1	3.3	97.1	4.0	99.2	99.3	99.1
Cc1csc(=N)n1-c1ccc(Cl)cc1	0.0	90.7	-1.5	97.5	-0.1	103.5	96.7	115.8
COc1ccc(S(=O)(=O)c2c(O)c3ccc(C(=O)Nc4ccccc4Cl)cc3[nH]c2=O)cc1	37.0	88.6	-7.8	95.8	-17.0	91.5	94.2	99.3
O=S(=O)(c1ccc(Cl)cc1)N(Cc1ccccn1)Cc1ccccn1	0.0	94.6	0.3	103.5	-6.6	103.9	107.1	96.0
CC(=O)c1ccc(-c2ccc([C@H]3[C@H]4C=CC[C@@H](C)[C@@H]4C(=O)N3Cc3ccccc3)c(F)c2)cc1	3.0	93.4	-2.5	106.8	1.6	109.0	97.3	111.2
CC1CCN(C(=O)CSc2nc(N)c(NC(=O)c3ccccc3)c(=O)[nH]2)CC1	3.0	101.6	24.6	97.6	6.4	107.1	103.8	106.8
CCOC(=O)c1c(NC(=O)C(=O)N/N=C/c2ccc(OCC)cc2)sc2c1CCCCC2	4.0	95.8	-6.2	104.6	2.5	105.1	102.9	95.6
COC(=O)c1cnc[nH]1	3.0	95.5	3.3	102.0	0.0	107.1	98.6	105.5
O=C(CSCc1c(F)cccc1F)Nc1ccccc1	1.0	102.3	12.5	107.5	7.1	103.8	110.6	107.8
O=C(CN1C(=O)c2cccc3cccc1c23)N1CCc2ccccc2C1	0.0	101.3	2.6	96.6	-9.0	95.5	101.7	111.0
O=C(Nc1ncccc1O)c1ccc(OCC2CCCO2)cc1 (stereo not drawn)	4.0	93.9	3.8	117.0	17.0	93.0	118.5	116.0
Cc1cc(S(=O)(=O)N2CCCCCC2)c(Cl)cc1Cl	1.0	78.5	18.3	83.5	-1.3	77.2	76.0	105.3
COc1cc2c(cc1OC)C(c1ccc(-c3ccccc3Cl)o1)=NCC2	1.0	99.5	·	100.4	-11.0	98.8	102.7	109.0
COc1ccc2cc(C(=O)Nc3ccc(S(N)(=O)=O)cc3)sc(=O)c2c1OC	0.0	96.9	-13.7	103.0	-5.5	95.6	94.2	109.0
CCc1ccc(CNC(=O)c2ccc3c(c2)NC(=O)C(N2CCOCC2)S3)cc1 (stereo not drawn)	10.0	95.2	0.8	98.0	7.1	93.7	100.2	98.2
COCc1ccc(CN2CCC(n3nccc3NC(=O)CCCc3ccccc3)CC2)o1	3.0	107.7	9.0	99.1	-2.2	108.0	102.4	98.0
COc1ccc(C2C(C#N)=C(N)Oc3cc(C)[nH]c(=O)c32)cc1OC (stereo not drawn)	1.0	100.3	1.4	93.4	2.1	96.1	96.5	99.5
O=S(=O)(Nc1cccc(S(=O)(=O)N2CCCCC2)c1)c1ccc(Cl)s1	0.0	93.1	19.8	94.3	·	95.0	96.3	96.6
COc1ccc(-n2c(-c3ccc(Cl)cc3Cl)n[nH]c2=S)c(OC)c1	0.0	111.2	0.8	102.8	4.7	103.4	103.9	99.6
CCC(=O)c1ccc(OCC(=O)NCc2ccccc2CN2CCCC2)cc1	0.0	91.8	-15.7	92.9	-16.2	97.8	93.0	87.2
CCOC(=O)c1c(C)[nH]c(C)c1S(=O)(=O)N(C)CC(=O)Nc1cccc(C)c1	6.0	92.8	0.1	93.2	-0.6	92.2	90.3	92.8
Cc1[nH][nH]c(=O)c1C(c1ccc(Cl)cc1)c1c(C)[nH][nH]c1=O	0.0	98.3	12.1	96.6	-16.5	95.0	110.2	98.3
COC(=O)C(NC(=O)CSc1nc(N)cc(=O)[nH]1)c1ccccc1 (stereo not drawn)	0.0	101.5	-2.4	100.1	-9.2	106.4	101.6	98.7
COc1cccc(-c2nnc3sc(-c4cccs4)nn23)c1	0.0	88.6	-1.9	96.2	3.4	95.1	98.0	105.0
CCOC(=O)C1=CC[C@]2(C)c3c(c4ccccc4n3C)C(=O)C1N2C	2.0	102.1	-12.0	100.7	-6.4	103.6	107.3	101.7
COc1cccc(N2CC(C(=O)Nc3nnc(SCc4ccccn4)s3)CC2=O)c1 (stereo not drawn)	3.0	100.4	-0.4	99.4	3.5	100.9	100.9	93.3
O=C(Cc1ccc(S(=O)(=O)N2CCCCC2)s1)Nc1cccc2ccccc12	0.0	101.8	-2.5	102.0	2.8	104.3	100.4	100.7
CCN(CC)S(=O)(=O)c1ccc(OC)c(NC(=O)C2CC(=O)N(c3ccc4c(c3)OCCO4)C2)c1 (stereo not drawn)	0.0	91.3	15.0	110.4	-16.9	105.9	106.0	74.0
CC(=O)N1CCCC(C(=O)c2ccc3c4c(cccc24)CC3)C1 (stereo not drawn)	4.0	105.8	-2.8	102.5	-7.8	109.9	106.8	104.2
Cc1ccc(/C=C/C(=O)NC(=S)N2CCN(C)CC2)cc1	0.0	95.0	1.3	105.9	-9.5	97.6	106.8	96.3
CC(/C=C/c1ccc(N(C)C)cc1)=N/N=C1/NC(=O)CC(C(=O)Nc2ccc(Cl)cc2)S1 (stereo not drawn)	0.0	104.3	·	102.4	-2.4	97.0	98.6	97.3
COc1ccc(OC)c(S(=O)(=O)N2CCC3(CC2)CC(=O)c2ccccc2O3)c1	0.0	100.8	10.6	97.9	3.6	98.2	105.6	101.6

Some of the entries so far, with values under each structure:
Order of values: GRK2 aptamer HTS | AGP1 TOR yeast | VLA-4 inh | RPL19A TOR yeast | JMJD2C inh | CIT2-GFP yeast | MEP2-GFP yeast | LAP4-GFP MLPCN
CC(/C=C/c1ccc(N(C)C)cc1)=N/N=C1/NC(=O)CC(C(=O)Nc2ccc(Cl)cc2)S1 (stereo not drawn)
  0.0 | 104.3 | · | 102.4 | -2.4 | 97.0 | 98.6 | 97.3
COc1ccc(OC)c(S(=O)(=O)N2CCC3(CC2)CC(=O)c2ccccc2O3)c1
  0.0 | 100.8 | 10.6 | 97.9 | 3.6 | 98.2 | 105.6 | 101.6

Further records:
SMILES	GRK2 aptamer HTS	AGP1 TOR yeast	VLA-4 inh	RPL19A TOR yeast	JMJD2C inh	CIT2-GFP yeast	MEP2-GFP yeast	LAP4-GFP MLPCN
COC(=O)c1ccc(NC(=O)CSc2nncn2C)cc1	0.0	93.8	7.7	95.9	-2.0	101.6	95.6	91.8
CC(C)(C)NC(=O)CSc1nnc(CN2CCCCCC2=O)n1-c1ccccn1	4.0	106.1	3.4	103.9	6.7	103.9	108.1	95.9
CCOC(=O)C1=C(c2ccccc2)N=C2SCC(=O)N2C1c1ccc(OC)c(OC)c1 (stereo not drawn)	9.0	97.2	-4.8	101.6	6.9	106.5	119.3	101.5
O=C(COc1ccc(Br)cc1Br)NC(=O)NC1CCCC1	2.0	88.3	11.2	96.5	-2.4	75.4	90.6	88.2
CC(=O)C(CC(=O)N1CCCc2ccccc21)C(=O)Nc1ccc(F)cc1 (stereo not drawn)	2.0	109.6	4.8	102.6	4.7	88.6	109.0	106.0
Cc1cccc(/C=N/c2sc3c(c2C(=O)OC(C)(C)C)CCN(C)C3)c1O	0.0	106.9	5.1	99.6	-0.8	104.2	103.3	92.1
CNC(=O)C1CC(=O)N(c2ccc(F)c(Cl)c2)C1 (stereo not drawn)	1.0	104.2	10.6	105.0	4.1	105.8	105.1	100.3
O=C(Nc1ncnc2sc3c(c12)CCCC3)c1ccncc1	0.0	104.6	1.9	99.9	-3.3	104.7	104.9	110.7
CN(CCc1ccccn1)C1CCCN(S(=O)(=O)c2ccccc2)C1 (stereo not drawn)	1.0	96.1	0.0	93.4	-1.8	95.8	93.0	88.6
O=C(NC1CCCCC1)c1cccc(S(=O)(=O)N2CCOCC2)c1	2.0	106.3	9.6	102.8	-0.3	101.1	118.0	107.0
Cc1cc(=O)oc2cc(OCC(=O)NCCN3CCOCC3)ccc12	1.0	102.1	5.3	101.2	29.3	104.9	106.5	102.0
Cc1c(C(=O)N/N=C/c2cccs2)nc2ccccn12	0.0	88.2	0.0	98.8	13.8	97.8	99.5	86.7

Single records, from the list above. Order of values: GRK2 aptamer HTS | AGP1 TOR yeast | VLA-4 inh | RPL19A TOR yeast | JMJD2C inh | CIT2-GFP yeast | MEP2-GFP yeast | LAP4-GFP MLPCN
COC(=O)c1ccc(NC(=O)CSc2nncn2C)cc1 is listed as 0.0 | 93.8 | 7.7 | 95.9 | -2.0 | 101.6 | 95.6 | 91.8
O=C(COc1ccc(Br)cc1Br)NC(=O)NC1CCCC1 is listed as 2.0 | 88.3 | 11.2 | 96.5 | -2.4 | 75.4 | 90.6 | 88.2

Structural class, those above with fluorine
SMILES	GRK2 aptamer HTS	AGP1 TOR yeast	VLA-4 inh	RPL19A TOR yeast	JMJD2C inh	CIT2-GFP yeast	MEP2-GFP yeast	LAP4-GFP MLPCN
CC(=O)c1ccc(C(=O)N2CCCC(C(=O)c3cc(F)ccc3F)C2)s1 (stereo not drawn)	0.0	100.4	11.5	95.5	-2.8	90.0	100.2	100.4
CC(=O)c1ccc(-c2ccc([C@H]3[C@H]4C=CC[C@@H](C)[C@@H]4C(=O)N3Cc3ccccc3)c(F)c2)cc1	3.0	93.4	-2.5	106.8	1.6	109.0	97.3	111.2
O=C(CSCc1c(F)cccc1F)Nc1ccccc1	1.0	102.3	12.5	107.5	7.1	103.8	110.6	107.8
CC(=O)C(CC(=O)N1CCCc2ccccc21)C(=O)Nc1ccc(F)cc1 (stereo not drawn)	2.0	109.6	4.8	102.6	4.7	88.6	109.0	106.0
CNC(=O)C1CC(=O)N(c2ccc(F)c(Cl)c2)C1 (stereo not drawn)	1.0	104.2	10.6	105.0	4.1	105.8	105.1	100.3

Random draw from the library; overall some 1.7% were active at least once.
